Screening data (PubChem)
p53 reactivator – qHTS assay for re-activators of p53 using a Luc reporter; H1299 p53-A138V BP100-luciferase reporter, luminescence, 24 h; Potency, µM (top dose mostly 92.2 µM), inactives show at the top dose activity change, positive = activation, actives largely listed as activators; actives 0.063% (n = 320,000); further: % of control where 0% means no effect; nearly all actives have a fitted effect of over 45% in size
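p53-null H1299 cells stably carrying temperature-sensitive p53-A138V and a BP100-luciferase reporter were pinned with compounds (4-point, 1:5 series) and held 24 hrs at 37 deg C. Luminescence was read 10 min after detection reagent.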
FLuc modulator – qHTS profiling assay for firefly luciferase inhibitor/activator using purifed enzyme and Km concentrations of substrates (counterscreen for miR-21 project) | Luciferin 4-monooxygenase (Photinus pyralis), P08659 | actives 6.9% (n = 360,000) | purified FLuc, Km substrates, luminescence inhibition | Potency, µM (titrated, usually from 57.5 µM), for inactives: at the top dose activity change, negative = inhibition, usual class: inhibitors | AID 588342, 2011;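 further: plate controls were vehicle for no effect and reference inhibitor for full effect; nearly all actives have a fitted effect of over 55% in size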
Target sequence (P08659 whole entry, looked up): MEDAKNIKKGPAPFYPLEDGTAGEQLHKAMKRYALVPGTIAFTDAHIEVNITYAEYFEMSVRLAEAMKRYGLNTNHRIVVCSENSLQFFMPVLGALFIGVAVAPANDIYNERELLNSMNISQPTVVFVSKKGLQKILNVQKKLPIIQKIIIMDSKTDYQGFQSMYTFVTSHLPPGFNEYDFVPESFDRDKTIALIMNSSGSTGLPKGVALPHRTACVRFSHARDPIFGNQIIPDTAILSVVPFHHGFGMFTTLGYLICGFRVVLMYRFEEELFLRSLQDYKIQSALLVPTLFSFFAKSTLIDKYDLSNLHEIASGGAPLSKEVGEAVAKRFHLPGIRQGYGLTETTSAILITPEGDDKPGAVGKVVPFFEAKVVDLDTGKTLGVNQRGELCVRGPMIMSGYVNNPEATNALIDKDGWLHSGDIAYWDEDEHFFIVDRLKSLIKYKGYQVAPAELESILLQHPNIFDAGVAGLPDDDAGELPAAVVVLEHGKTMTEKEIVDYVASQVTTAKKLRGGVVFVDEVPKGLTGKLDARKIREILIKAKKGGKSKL
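Purified P. pyralis luciferase (10nM final) with 10uM D-luciferin and 10uM ATP (Km levels) in 50mM Tris acetate pH 7.5, 10mM Mg acetate, 0.01% Tween-20, 0.05% BSA; qHTS 6-point titration, ~60 µM downward; luminescence read.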
NPC1 promoter act – qHTS Assay for NPC1 Promoter Activators; Huh7 NPC1 promoter luciferase reporter, 24 h; Potency, µM (top dose mostly 9.22 µM), without a hit: top-dose activation, hits mostly activators; actives 2.4% (n = 320,000);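 further: % of control where 0% means no effect; nearly all actives have a fitted effect of over 60% in size; reporter is driven by a mutant NPC1 promoter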
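Luciferase expression driven by the NPC1 promoter was measured in stably transfected Huh7 cells after a 24 h compound incubation, using a luciferase reagent and a luminescence read.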
MBNL1-CUG inh – qHTS Assay for Inhibitors of MBNL1-poly(CUG) RNA binding | Muscleblind-like protein 1 (Homo sapiens), Q9NR56 | TR-FRET MBNL1-His/biotin-(CUG)12 binding, 665/545 ratio | Potency, µM (doses to about 57.5 µM), without a hit: at the highest dose activity change, negative = inhibition, most hits filed as inhibitors | actives 0.036% (n = 280,000) | AID 2675, 2010; active means well fitted inhibition curve with a large enough effect in the signal ratio, with a control signal flat, not every such curve was filed as active; inconclusive means small, poorly fitted or top-dose-only effect, or effect the other way, or a change in a side signal; inactive means no such curve, though single readings can be large or run the other way; the % refers to the signal ratio; further: on the % scale 0 is the no-effect control and ±100 the full control effect
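Compound titration spanned 92 nM–58 uM against the MBNL1-His/biotin-(CUG)12 complex. After 60 min at room temperature with 5 nM streptavidin-XL665 and 0.055 ng/ul terbium anti-His, ratiometric 665/545 nm emission (Ex 340 nm) normalized to controls.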
uPA surface inh – qHTS for Inhibitors of Cell Surface uPA Generation; cell surface uPA generation assay, qHTS; Potency, µM (series often up to 38.3 µM), for inactives: at the top dose activity change, negative = inhibition, most hits filed as inhibitors; actives 0.31% (n = 330,000); AID 540303, 2011; active means well fitted inhibition curve with a large enough effect; inconclusive means small, poorly fitted or top-dose-only effect; inactive means no such curve, though single readings can be large or run the other way; tested in mouse RAW 264.7 cells; further: on the % scale 0 is the no-effect control and ±100 the full control effect; nearly all actives have a fitted effect of over 55% in size
RORgamma inh – qHTS for inhibitors of ROR gamma transcriptional activity; actives 5.4% (n = 310,000); Drosophila S2 Gal4-RORgamma UAS-luciferase reporter, 20 h; Potency, µM (highest dose often 53.6 µM), without a hit: at the top dose activity change, negative = inhibition, hits mostly inhibitors; Nuclear receptor ROR-gamma (Mus musculus), P51450; AID 2551, 2010; further: on the % scale 0 is the no-effect control and ±100 the full control effect; nearly all actives have a fitted effect of over 60% in size
Target sequence (P51450 whole entry, looked up, the tested form may be a part): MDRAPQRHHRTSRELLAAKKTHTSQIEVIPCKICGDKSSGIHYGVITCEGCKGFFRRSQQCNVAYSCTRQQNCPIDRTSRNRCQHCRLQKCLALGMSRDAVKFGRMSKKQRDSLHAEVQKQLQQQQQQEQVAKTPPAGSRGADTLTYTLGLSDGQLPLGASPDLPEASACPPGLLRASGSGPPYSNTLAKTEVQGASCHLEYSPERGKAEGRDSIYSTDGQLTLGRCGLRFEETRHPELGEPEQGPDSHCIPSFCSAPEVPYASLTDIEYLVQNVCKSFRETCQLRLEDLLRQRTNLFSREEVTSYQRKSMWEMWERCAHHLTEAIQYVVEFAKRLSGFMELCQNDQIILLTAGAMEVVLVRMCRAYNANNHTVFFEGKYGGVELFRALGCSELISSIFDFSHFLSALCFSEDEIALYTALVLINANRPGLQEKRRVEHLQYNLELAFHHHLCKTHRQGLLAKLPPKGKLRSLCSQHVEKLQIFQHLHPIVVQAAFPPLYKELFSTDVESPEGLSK
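Compounds are pin-transferred onto Drosophila Schneider cells expressing a copper-inducible Gal4–ROR gamma transactivation domain fusion. After 1 hr, copper sulfate is added to 700 uM final; luciferase is read 20 hr later.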
Rab9 promoter act – qHTS Assay for Rab9 Promoter Activators; Huh7 Rab9 promoter-luciferase reporter, luminescence, 24 h; Potency, µM (series often up to 9.22 µM), without a hit: at the top dose activation, negative = inhibition, usual class: activators; actives 2.8% (n = 320,000); further: % of control where 0% means no effect; nearly all actives have a fitted effect of over 60% in size
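Luminescence read-out: Huh7 cells stably expressing Rab9-luciferase, treated 24 h with compound at 37 °C, then lysed with luciferase reagent for 10 min at ambient before reading.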
ELG1 genotox – qHTS screen for small molecules that induce genotoxicity in human embryonic kidney (HEK293T) cells expressing luciferase-tagged ELG1 | HEK293T ELG1-luciferase reporter, luminescence, 16 h | Potency, µM (top dose mostly 46 µM), for inactives: top-dose activity change, positive = activation, hits mostly activators | actives 1.3% (n = 330,000) | AID 504466, 2011; further: % of control where 0% means no effect; nearly all actives have a fitted effect of over 60% in size
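HEK293T cells expressing luciferase-tagged ELG1 were treated with compound or DMSO for 16 hr at 37°C. Luciferase activity was then read after 30 min with ONE-Glo at room temperature; rising signal flags genetic stress.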
BRCA1 expr act – qHTS Assay to Identify Small Molecule Activators of BRCA1 Expression; MCF7-BRCA1-FFLuc reporter, luminescence, 48 h; response scale: scaled: vehicle 0%, 10 µM genistein 100%; Potency, µM (doses to about 46.1 µM), for the others: at the top dose activation, hits mostly activators; actives 1.1% (n = 380,000); further: nearly all actives have a fitted effect of over 80% in size; some results filed as inactive show a strong effect at the top dose
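Using MCF7 cells harboring a BRCA1 firefly luciferase reporter, plated 2 h before compound pinning, the screen measured luminescence after 48 h incubation. Responses were normalized to DMSO and 10 microM genistein, then fitted for concentration-effect.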
VP16 counter – VP16 counterscreen qHTS for inhibitors of ROR gamma transcriptional activity | Potency, µM (top dose mostly 53.6 µM), for inactives: at the top dose activity, negative = inhibition, most hits filed as inhibitors | actives 3.5% (n = 310,000) | Drosophila S2 Gal4-VP16 UAS-luciferase, luminescence, 20 h;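 further: Gal4-VP16 expression switched on by copper sulfate through the metallothionein promoter; on the % scale 0 is the no-effect control and ±100 the full control effect; nearly all actives have a fitted effect of over 50% in size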
* = called active by the depositor; ? = inconclusive; . = no result given; [ ] = remark or other dose. Unless noted, the call rests on the fitted dose curve; in most records, active means well fitted curve in the direction sought with a large enough effect; inconclusive means small, poorly fitted or top-dose-only effect, or another doubt; inactive means no such curve, though single readings can be large; an effect the other way counts as inactive or inconclusive. Potency means the concentration at half of the fitted maximal effect.

cpd	canonical_smiles	uPA surface inh	VP16 counter	NPC1 promoter act	ELG1 genotox	p53 reactivator	RORgamma inh	BRCA1 expr act	MBNL1-CUG inh	FLuc modulator	Rab9 promoter act
1	CC(C)(C)c1ccc(C(=O)CSc2nc3ccccc3c(=O)[nH]2)cc1	.	?	-1%	5%	0%	15%	7%	11%	-1%	-3%
2	Cc1ccc(S(=O)(=O)N(C)C)cc1NC(=O)CN1CCCC1	-4%	-3%	1%	1%	2%	9%	-21%	-7%	-1%	0%
3	Cn1cc(-c2ccc(Cl)cc2)cc(C#N)c1=O	0%	2%	-1%	10%	-2%	0%	-11%	.	-1%	0%
4	O=C(CCCC(=O)N1CCc2ccccc21)N1CCc2ccccc21	0%	6%	-6%	-2%	-1%	6%	4%	5%	-1%	4%
5	Cc1ccc(NC(=O)CN2C(=O)c3ccccc3S2(=O)=O)cc1C	2%	?	?	3%	7%	-41%	-53%	0%	?	?
6	COc1ccc(C2c3c(oc4ccc(Cl)cc4c3=O)C(=O)N2Cc2ccco2)cc1OC (stereo unspecified)	.	4%	1%	3%	4%	-41%	.	4%	-2%	12%
7	COc1ccc(CN2CCNC(=O)C2CC(=O)NC2CCCCCC2)cc1C (stereo unspecified)	-2%	-1%	2%	7%	-3%	3%	-21%	4%	0%	-13%
8	COc1cc(Br)cc(CN2CCN(C/C=C/c3ccccc3)CC2)c1O	.	-1%	-1%	-9%	-5%	10%	-7%	-5%	2%	-4%
9	CC(C)Cc1ccc(CN2CCCC(NC(=O)c3nn(C)c(=O)c4ccccc34)C2)cc1 (stereo unspecified)	3%	.	-4%	-13%	.	.	-40%	-7%	-2%	1%
10	O=C1NC(=O)c2cc(Br)cc3cccc1c23	-1%	16%	-4%	1%	0%	21%	43%	?	4%	3%

Four structures from above, arranged by molar mass, low to high:
cpd	canonical_smiles	uPA surface inh	VP16 counter	NPC1 promoter act	ELG1 genotox	p53 reactivator	RORgamma inh	BRCA1 expr act	MBNL1-CUG inh	FLuc modulator	Rab9 promoter act
3	Cn1cc(-c2ccc(Cl)cc2)cc(C#N)c1=O	0%	2%	-1%	10%	-2%	0%	-11%	.	-1%	0%
10	O=C1NC(=O)c2cc(Br)cc3cccc1c23	-1%	16%	-4%	1%	0%	21%	43%	?	4%	3%
9	CC(C)Cc1ccc(CN2CCCC(NC(=O)c3nn(C)c(=O)c4ccccc34)C2)cc1 (stereo unspecified)	3%	.	-4%	-13%	.	.	-40%	-7%	-2%	1%
6	COc1ccc(C2c3c(oc4ccc(Cl)cc4c3=O)C(=O)N2Cc2ccco2)cc1OC (stereo unspecified)	.	4%	1%	3%	4%	-41%	.	4%	-2%	12%

More results follow:
cpd	canonical_smiles	uPA surface inh	VP16 counter	NPC1 promoter act	ELG1 genotox	p53 reactivator	RORgamma inh	BRCA1 expr act	MBNL1-CUG inh	FLuc modulator	Rab9 promoter act
11	CCN(C[C@H]1N[C@@](Cc2ccccc2)(C(=O)OC)[C@H]2C(=O)N(C)C(=O)[C@@H]12)C(C)=O	-6%	.	.	2%	7%	.	15%	.	.	.
12	CC1CCN(C(c2ccccc2)c2nnnn2C(C)(C)C)CC1 (stereo unspecified)	9%	3.2µM*	-4%	0%	0%	?	5%	-14%	0%	11%
13	NC(=O)CSc1nnc(NC(=O)c2ccc(S(=O)(=O)N3CCOCC3)cc2)s1	8%	-6%	2%	0%	10%	-11%	-5%	1%	?	7%
14	Cc1occc1C(=O)NNC(=O)C1CC1	9%	7%	0%	2%	4%	-9%	13%	12%	6%	-9%
15	COc1ccc(-c2cc(=O)oc3c(C)c(O)c(CN(C)C)cc23)cc1	.	-5%	1%	-19%	-12%	-11%	8%	?	5%	-3%
16	COc1cc(-c2c(NC(=O)c3ccco3)oc3ccccc3c2=O)cc(OC)c1OC	-2%	5%	0%	-4%	-3%	10%	6%	-8%	-1%	-5%
17	CCCN(CC(=O)Nc1ccccc1C)C(=O)COc1c(C)cccc1C	0%	.	0%	1%	0%	.	-26%	.	0%	-2%
18	COc1ccc(OC(=O)c2cn(C)nc2C(F)(F)F)cc1	-2%	13%	5%	20%	?	?	23%	-3%	-18%	2%
19	Cc1cccc2cc(CN(CC3CCCO3)S(=O)(=O)c3ccccc3)c(=O)[nH]c12 (stereo unspecified)	-2%	-5%	-5%	-8%	-7%	3%	-2%	-7%	0%	2%
20	CCOc1ccc(Oc2ccc(S(=O)(=O)N3CCOCC3)cc2NC(=O)CCNC(C)=O)cc1	0%	.	0%	0%	-2%	.	6%	.	-1%	3%

The final 2 compounds of the part before are carried over, then new ones follow:
cpd	canonical_smiles	uPA surface inh	VP16 counter	NPC1 promoter act	ELG1 genotox	p53 reactivator	RORgamma inh	BRCA1 expr act	MBNL1-CUG inh	FLuc modulator	Rab9 promoter act
19	Cc1cccc2cc(CN(CC3CCCO3)S(=O)(=O)c3ccccc3)c(=O)[nH]c12 (stereo unspecified)	-2%	-5%	-5%	-8%	-7%	3%	-2%	-7%	0%	2%
20	CCOc1ccc(Oc2ccc(S(=O)(=O)N3CCOCC3)cc2NC(=O)CCNC(C)=O)cc1	0%	.	0%	0%	-2%	.	6%	.	-1%	3%
21	CCn1cc(CCC(=O)NCc2cccc(OC)c2OC)c2ccccc21	-4%	-3%	2%	-4%	-5%	17%	-19%	-6%	0%	-1%
22	COc1ccc(C2CCCCCN2Cc2nc3ccccc3c(=O)n2CC(N)=O)cc1 (stereo unspecified)	3%	-3%	-3%	9%	8%	4%	-5%	-1%	-2%	4%
23	CCOc1ccc(NC(=O)CN2C(=O)CSc3ccc(S(=O)(=O)N4CCOCC4)cc32)cc1	5%	7%	-1%	-1%[9.26 µM]	-2%	43%	20%	-4%	-17%	3%
24	O=C(COc1ccc(F)cc1Br)NCCCN1CCCC1=O	5%	.	.	4%	-6%	.	7%	.	.	.
25	NNC(=O)c1cc(Cl)ccc1Cl	-5%	-87%	-6%	0%	4%	11µM*	-29%	13%	2%	3%
26	COc1cccc(CN2CCN(C3CCN(c4ccccc4C)CC3)CC2CCO)c1 (stereo unspecified)	5%	-6%	-12%	-8%	0%	3%	-17%	-11%	0%	-7%
27	Cc1cc(C)c(NC(=O)/C(C#N)=C/c2ccc(OCc3ccc(F)cc3)cc2)c(C)c1	-5%	20%	1%	5%	?	-8%	88%	-1%	3%	3%
28	Cc1cccc(NC(=O)CSc2n[nH]c(-c3ccncc3)n2)c1	1%	-10%	-3%	0%	-2%	-23%	2%	-10%	?	-1%
29	COCCCNC(=O)C1CCN(S(=O)(=O)c2c(C)noc2/C=C\c2ccc(OC)cc2)CC1	-4%	-3%	-4%	13%	4%	-3%	0%[1.84 µM]	14%	-2%	-3%
30	COC(=O)Cn1cnc2sc(C)c(S(=O)(=O)N3CCC(C)CC3)c2c1=O	0%	2%[0.365 µM]	-6%	-6%	-6%	3%	0%	-5%	3%	-3%
31	Oc1cccc(/C=N/NC(=S)Nc2cccnc2)c1O	-2%	5.6µM*	0%	?	?	4.5µM*	-70%	.	?	-2%
32	Cc1ccc(-c2csc(-c3ccncc3)n2)cc1	7%	7%	?	?	7%	-23%	75%	?	11µM*	4µM*
33	C/C(=N\Nc1cccc(Cl)c1)c1ccc(-n2ccnc2)cc1	-2%	-6%	-4%	-4%	6%	-3%	-28%	-1%	-4%	-8%
34	CN(C)S(=O)(=O)c1ccc(C(=O)NCCC(=O)N2CCCC2)cc1	.	22%	?	6%	1%	-36%	-5%	-1%	-1%	9%
35	Cc1cc(C)c(S(=O)(=O)c2ccccc2)c(OC(=O)c2ccc(Cl)cc2Cl)n1	1%	9%	-2%	2%	1%	1%	-23%	-5%	0%	18%
36	COc1ccc2c(c1)[nH]c1c(=O)n(CCC3=CCCCC3)cnc12	-5%	-3%	3%	4%	0%	10%	1%	-4%	-1%	2%
37	CCOC(=O)N1CCN(C(=O)c2cc(C)no2)CC1	-2%	2%	-2%	-3%	-6%	-19%	9%	-5%	1%	-4%
38	COC(=O)c1cc(=O)nc2sc(-c3ccccc3)nn12	.	0%	-4%	-1%	-14%	0%	-2%	26%	-1%	-2%
39	O=[N+]([O-])c1ccc(-n2ccnc2)cc1	0%	-2%	0%	0%	3%	-1%	0%	.	-1%	0%
40	O=C(Nc1ccc([N+](=O)[O-])cc1)Nc1ccc(OC(F)F)c(Cl)c1	-18%	13µM*	-28%	-11%	-4%	?	-77%	-2%	2%	-42%[inhibitor]
41	CCOC(=O)c1c(NC(=O)CSc2nnnn2-c2ccccc2)sc2c1CC(C)(C)NC2(C)C	-15%	.	3%	15%	.	.	-13%	-5%	-2%	-3%
42	CCOC(=O)C1CCN(C(=O)c2[nH]c3ccc(OC)cc3c2C)CC1	-3%	-11%	1%	3%	5%	16%	37%	0%	-1%	2%
